Assay outcomes deposited in PubChem by several laboratories.
zfTRPN1 agonist – zebrafish TRPN1 (NompC) channel agonism. HEK293 zebrafish TRPN1-YFP, Fluo-8 calcium fluorescence; 100% = response to 87 µM carbachol. activation, % at 3 µM. hit rate 0.18% among 220,000;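 active means activation above its plate's cutoff, the mean activation of test wells on that plate plus 3 SD, cut at about 19% in these data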;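 further: 0% = DMSO alone and 100% = 87 µM carbachol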
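Material: zebrafish TRPN1-YFP in HEK293 cells; Doses: single test compound dose, 3 µM nominal, 0.3% DMSO; Timing: dye loading 1 h at 37 °C, then 30 min room temperature; Technique: intracellular calcium fluorescence with Fluo-8; Benchmarks: high carbachol 87 µM, low DMSO alone.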
14-3-3 Bad PPI – disrupts binding of bovine 14-3-3 zeta to phospho-Bad peptide | TR-FRET 14-3-3zeta/Dy647-pBad peptide displacement, 1 h | inhibition, % at 21.7 µM | hit rate 0.71% among 220,000 | AID 781;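 active means inhibition above about 70%, limit read from the data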;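 further: 0% = full 14-3-3 plus peptide FRET controls and 100% = background without 14-3-3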
Target sequence (P63103 whole entry, looked up): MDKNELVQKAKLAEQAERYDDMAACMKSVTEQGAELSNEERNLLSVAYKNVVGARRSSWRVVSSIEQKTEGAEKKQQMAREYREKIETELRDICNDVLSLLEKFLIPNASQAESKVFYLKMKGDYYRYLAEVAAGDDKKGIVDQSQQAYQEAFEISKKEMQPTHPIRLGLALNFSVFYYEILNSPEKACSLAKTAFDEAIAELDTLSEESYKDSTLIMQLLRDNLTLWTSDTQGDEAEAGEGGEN
EP2 modulator – modulates human prostaglandin E2 receptor EP2 signaling | P43116 | EP2-expressing cells, cAMP HTRF FRET, PGE2 co-stimulation | induction, % at 25 µM | hit rate 0.83% among 260,000 | AID 940;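 active means compounds whose cAMP rise, as percent of the full-agonist control response, exceeds 60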;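 further: rat C6 glioma line stably carrying human EP2 under a CMV promoter; the protocol text gives 20 µM as final concentration; 100% = response of wells given 1 µM PGE2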
Target sequence (P43116 whole entry, looked up): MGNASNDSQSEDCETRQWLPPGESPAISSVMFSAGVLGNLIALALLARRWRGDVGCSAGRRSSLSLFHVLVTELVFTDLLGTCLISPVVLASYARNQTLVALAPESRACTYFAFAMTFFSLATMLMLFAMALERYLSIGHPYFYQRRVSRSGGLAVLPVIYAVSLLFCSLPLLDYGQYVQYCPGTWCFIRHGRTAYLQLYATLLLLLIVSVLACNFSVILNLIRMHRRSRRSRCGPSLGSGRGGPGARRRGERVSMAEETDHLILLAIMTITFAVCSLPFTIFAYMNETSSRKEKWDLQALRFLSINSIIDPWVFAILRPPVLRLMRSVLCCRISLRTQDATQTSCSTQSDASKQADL
NPY Y1 blocker – NPY-Y1 (human) receptor antagonism; hit rate 1% among 200,000; HEK293-CNG Y1 cells, membrane potential fluorescence; NPY at EC95, then isoproterenol; inhibition, % at 3.6 µM; P25929;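 active means inhibition above the campaign mean inhibition of all tested compounds plus 3 SD, cut at about 20% in these data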;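 further: 0% = DMSO wells given NPY plus isoproterenol and 100% = isoproterenol alone without NPY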
Target sequence (P25929 whole entry, looked up): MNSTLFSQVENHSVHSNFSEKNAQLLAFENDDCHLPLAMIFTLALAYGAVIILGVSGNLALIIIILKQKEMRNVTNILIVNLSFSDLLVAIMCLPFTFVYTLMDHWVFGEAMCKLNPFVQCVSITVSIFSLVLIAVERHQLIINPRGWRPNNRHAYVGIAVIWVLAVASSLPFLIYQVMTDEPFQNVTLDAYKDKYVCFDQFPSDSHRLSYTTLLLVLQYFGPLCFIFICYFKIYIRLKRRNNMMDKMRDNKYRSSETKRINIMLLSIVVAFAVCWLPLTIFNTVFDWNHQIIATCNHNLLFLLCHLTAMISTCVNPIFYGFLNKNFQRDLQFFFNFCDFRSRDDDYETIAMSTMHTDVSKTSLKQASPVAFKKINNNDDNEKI
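Test system – HEK293 Y1/CNG channel cell line · Also added – NPY agonist 25 nM, then isoproterenol 1 µM plus Ro 20-1724 25 µM · Compound dosing – one concentration, 3.6 µM, in 0.4% DMSO · Schedule – compound incubation 1 h at room temperature, readout 45 min post-stimulation · Technique – fluorescence, membrane potential probe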
CHOP inh – blocks CHOP induction under ER stress. CHO-K1 CHOP-promoter luciferase, tunicamycin-induced, 15-18 h. inhibition, % at 10 µM. hit rate 3.8% among 220,000;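 active means compounds that reduced the stress-induced luciferase reporter signal by more than about 70% of percent inhibition, limit read from the data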;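 further: 0% = tunicamycin plus vehicle and 100% = wells without tunicamycin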
EP2 antag – blocks the human prostaglandin E2 receptor EP2; P43116; C6 glioma cells expressing human EP2, cAMP TR-FRET; cells stimulated with saturating PGE2; inhibition, % at 25 µM; hit rate 0.52% among 260,000;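 active means percent inhibition above 40 after rounding to a whole number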;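 further: rat C6 glioma host cells with rolipram phosphodiesterase inhibitor present; the protocol text gives 20 µM as final concentration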
NPY-Y1 PAM-ag – potentiators or agonists of human neuropeptide Y receptor Y1; hit rate 0.37% among 220,000; activation, % at 3.6 µM; P25929; AID 1304; NPY-Y1 expressing cells, potentiator/agonist activation; in the data active means activation above about 33%, passing the limit was not always enough;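 further: cells stimulated with NPY at EC10 then isoproterenol at EC100; 0% = low agonist plus stimulus and 100% = saturating agonist plus stimulus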
PPC-1+TRAIL kill – compounds killing PPC-1 cancer cells with TRAIL present (potentiator screen, no TRAIL-free arm) | hit rate 0.41% among 220,000 | AID 1443 | PPC-1 cells + TRAIL, ATPLite viability luminescence | cell killing (% activity), % at 4 µM;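 active means cell killing above 50% in the first pass at 4 µM, then a duplicate retest at 5 µM averaging 50% or more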;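 further: plate controls were cells with TRAIL plus DMSO for no effect and medium-only wells lacking cells for full effect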
TRPML3 agonist – agonists of human TRPML3 channel; hit rate 0.29% among 220,000; activation, % at 3 µM; Q8TDD5; AID 1448; HEK293 TRPML3-YFP, Fluo-8 calcium fluorescence; 100% = the carbachol control signal;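 active means activation above its plate's cutoff, the mean activation of the plate's test wells plus 3 SD, cut at about 12% in these data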;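 further: 0% = DMSO only wells and 100% = carbachol wells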
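Test system: TRPML3-YFP stable HEK293 cells. Doses: single point at 3 µM. Incubation: dye loading 1 h 37 °C then 30 min ambient, 125 s read. Signal: Fluo-8 calcium dye fluorescence, ex 470-495, em 515-575 nm. Measure: percent activation from peak-to-basal fluorescence ratio, scaled between DMSO and carbachol.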
An asterisk follows results filed as active; / = no result given; & = joins results of further samples; [ ] = another dose, or the depositor's remark. Only part of the results is shown; count on the stated rates, not on these rows.

SMILES	zfTRPN1 agonist	14-3-3 Bad PPI	EP2 modulator	NPY Y1 blocker	CHOP inh	EP2 antag	NPY-Y1 PAM-ag	PPC-1+TRAIL kill	TRPML3 agonist
CC(=O)Nc1ccc(S(=O)(=O)NCCCN2CCN(Cc3ccccc3)CC2)cc1Cl	2.1	4	-8	/	-7	4	-9	4	0.1
CCOC(=O)C(Sc1nnc(-c2ccncc2)o1)C(C)=O (configuration not stated)	-0.1	14	25	-1	9	4	-8	27	0.7
OCCN(CCO)c1ccc(C(c2ccc(Cl)cc2)c2ccc(N(CCO)CCO)cc2Cl)c(Cl)c1	2.7	-6[fluorescence artefact?]	-7	-2	20	13	19	12	1.5
Cc1ccc(CN2CCN(C(=O)C3CCCO3)CC2)cc1 (configuration not stated)	1.2	4	7	-3	-2	13	-18	7	1.1
CC(=O)C1=C(N2CCCCC2)CCC1=O	0.0	-2	16	5	10	14	-17	18	0.1
CN(C)/C=N/c1nc2nccc(-c3cccnc3)n2n1	1.1	-2	6	1	-1	9	3	14	0.1
CC1=C(C)CC(C(=O)NCc2ccc3c(c2)OCO3)C(C(=O)O)C1 (configuration not stated)	-0.7	-6	-2	7	-8	2	-8	8	1.4
Oc1cccc(/C=N/N2CCN(C3c4ccccc4-c4ccccc43)CC2)c1	-1.0	-9	32	/	-5	11	-21	-4	-0.1
Nc1ccc(S(=O)(=O)Nc2nc(-c3ccccc3)cc(-c3ccccc3)n2)cc1	-0.1	-1	27	/	-15	7	21	11	-0.5
O=C(CCNS(=O)(=O)c1ccc(Br)s1)NC1CCCC1	1.2	-2	-21	-3	-24	0	-24	5	-0.1

(listing goes on)
SMILES	zfTRPN1 agonist	14-3-3 Bad PPI	EP2 modulator	NPY Y1 blocker	CHOP inh	EP2 antag	NPY-Y1 PAM-ag	PPC-1+TRAIL kill	TRPML3 agonist
COc1ccc(C)cc1NC(=O)CN(c1ccccc1)S(C)(=O)=O	0.5	-8	14	8	9	3	17	4	0.2
COc1ccc(-c2nc(CS(=O)CC(=O)N3CCc4ccccc4C3)c(C)o2)cc1 (configuration not stated)	0.8	4	-5	1	87*	5	-6	-3	0.5
COc1ccc(-n2c(CCc3ccccc3)n[nH]c2=S)cc1	-0.6	-7	29	-1	-14	9	-10	1	0.8
CCC(CO)Nc1ncc([N+](=O)[O-])cc1C#N (configuration not stated)	0.1	3	8	-1	-14	4	4	10	0.0
NC(=S)Nc1ccc(Oc2ccc(NC(N)=S)cc2)cc1	1.5	/	-27	3	21	/	-18	-12	0.6
COc1cc(NC(=O)Nc2ccc(C)cc2)cc([N+](=O)[O-])c1	10	-5	-44	-10	71*	8	14	16	4.3
N=C1C(=O)OCC1c1ccccc1NC(=O)c1ccccc1 (configuration not stated)	1.1	2	44	-5	34	8	-8	-1	0.6
O=C(NCCC1=CCCCC1)C1CCN(S(=O)(=O)c2cccs2)CC1	1.1	9	-31	-1	-4	8	5	5	0.0
COc1ccc(-n2cc(CN(C)CCO)c(-c3cccc(F)c3)n2)cc1	-0.3	-12	-50	7	5	14	12	/	1.1
Cc1ccc(NS(=O)(=O)c2cc(N)ccc2Cl)c(C)c1	-1.6	-4	-35	/	19	9	21	3	-1.2

Additional results follow.
SMILES	zfTRPN1 agonist	14-3-3 Bad PPI	EP2 modulator	NPY Y1 blocker	CHOP inh	EP2 antag	NPY-Y1 PAM-ag	PPC-1+TRAIL kill	TRPML3 agonist
O=C(Nn1cnnc1)c1cc2cc(Br)ccc2oc1=O	-1.4	0	18	12	10	9	-11	-18	0.5
Cc1nc(SCC(=O)NCC2CCCO2)c2oc3ccccc3c2n1 (configuration not stated)	1.7	6	-4	4	7	9	-11	3	0.1
O=C/C(=C\Nc1ccc(S(=O)(=O)CCO)cc1)c1nc2cc(Cl)ccc2o1	0.7	-6	-58	0	11	5	4	1	0.4
O=C(COc1ccccc1[N+](=O)[O-])N/N=C/C=C/c1ccco1	0.7	-2[fluorescence artefact?]	-7	3	-21	/	-6	6	0.5
CCOC(=O)/C(=N\Nc1ccc(C(C)=O)cc1)c1csc(Nc2ccccc2)n1	0.1	-11	-17	10	46	5	-2	17	1.2
COC(=O)N1CC(C)N(C(=O)OC)CC1C (configuration not stated)	1.3	0	14	-1	40	14	14	15	0.8
Fc1ccc(N2CCN(Cc3cnc(Cl)s3)CC2)cc1	0.2	-10	-7	2	1	9	1	-5	0.6
CCn1nnc(NC(=O)c2ccc([N+](=O)[O-])o2)n1	-0.1	3	-3	2	-21	6	6	3	1.2
CCCSc1nnc(Sc2nnnn2-c2ccccc2)s1	-0.2	-16	1	2	/	/	2	12	-0.7
COc1ccccc1N/C(=N/c1nc(C)cc(C)n1)NC(C)=O	0.8	9	19	2	30	13	4	12	0.6

A different layout for part of the listing above.
COC(=O)N1CC(C)N(C(=O)OC)CC1C (configuration not stated)
- zfTRPN1 agonist: 1.3
- 14-3-3 Bad PPI: 0
- EP2 modulator: 14
- NPY Y1 blocker: -1
- CHOP inh: 40
- EP2 antag: 14
- NPY-Y1 PAM-ag: 14
- PPC-1+TRAIL kill: 15
- TRPML3 agonist: 0.8
O=C(Nn1cnnc1)c1cc2cc(Br)ccc2oc1=O
- zfTRPN1 agonist: -1.4
- 14-3-3 Bad PPI: 0
- EP2 modulator: 18
- NPY Y1 blocker: 12
- CHOP inh: 10
- EP2 antag: 9
- NPY-Y1 PAM-ag: -11
- PPC-1+TRAIL kill: -18
- TRPML3 agonist: 0.5
Fc1ccc(N2CCN(Cc3cnc(Cl)s3)CC2)cc1
- zfTRPN1 agonist: 0.2
- 14-3-3 Bad PPI: -10
- EP2 modulator: -7
- NPY Y1 blocker: 2
- CHOP inh: 1
- EP2 antag: 9
- NPY-Y1 PAM-ag: 1
- PPC-1+TRAIL kill: -5
- TRPML3 agonist: 0.6

Continuation.
Order of results: zfTRPN1 agonist	14-3-3 Bad PPI	EP2 modulator	NPY Y1 blocker	CHOP inh	EP2 antag	NPY-Y1 PAM-ag	PPC-1+TRAIL kill	TRPML3 agonist
CCCCC(=O)N1CCCC(c2nc(-c3cccc(OC)c3)no2)C1 (configuration not stated)
 : -3.2	5	2	3	4	4	-12	13	-1.0
CN1CCN(S(=O)(=O)c2ccc(-c3ccccc3)cc2)CC1
 : 0.7	5	2	-3	37	6	6	-1	0.8
COc1ccc2nc(NC(=S)NC(=O)c3ccco3)sc2c1
 : -1.2	10	-46	5	-38	8	-2	8	-0.2
CCN(CC)CCn1c(NCc2nc3ccccc3n2Cc2ccccc2)nc2ccccc21
 : -2.0	3[fluorescence artefact?]	36	22*	30	5	-46	10	0.0
Cc1csc2ncnc(N3CCN(C(=O)Nc4ccc(OC(F)(F)F)cc4)CC3)c12
 : 3.7	8	14	/	56	9	8	13	2.1
CCC(=S)/C=C1\Sc2ccccc2N1CCCS(=O)(=O)O
 : 0.1	-16	20	8	-9	4	8	13	-0.1
CCN(CCNC(=O)C1CCN(S(=O)(=O)c2cccc3nsnc23)CC1)c1ccccc1
 : 2.2	-12	-39	-2	16	13	3	-2	-0.1
CN(C(=O)C1CCN(S(=O)(=O)c2cccs2)CC1)c1ccccc1
 : 0.6	-14	2	1	12	2	-6	30	-0.2
C[C@H]1C[C@H]2[C@@H]3CCC4=CC(=O)C=C[C@]4(C)[C@@]3(Cl)[C@@H](O)C[C@]2(C)[C@@]1(O)C(=O)CO
 : 0.6	-2	23	1	19	15	6	22	1.0
O=C1NC(=S)N/C1=C\c1cccc([N+](=O)[O-])c1
 : 0.1	-4	-28	-1	-11	0	9	-11	0.5
CSc1nnc2c3ccccc3n(CCc3ccccc3)c2n1
 : 7.0	15	35	29*	/	5	-20	16	0.1
CC1CC(C)CN(S(=O)(=O)c2ccc(C(=O)Nc3sccc3C(N)=O)cc2)C1 (configuration not stated)
 : 0.3	15	-13	4	87*	16	4	11	0.1
Cc1ccc(C)c2sc(NC(=O)CN3C(=O)CCC3=O)nc12
 : 0.2	2	-47	/	-10	7	8	18	-0.2
COc1ccc(CN(C2CCCC2)S(=O)(=O)c2ccc(-n3cnnn3)cc2)cc1
 : 0.0	-3	4	1	33	9	-15	27	0.3
O=C(/C=C/c1cccc(F)c1)Nc1nccs1
 : -0.5	-1	-35	-5	5	6	10	20	0.5
O=C(Nc1nccs1)C1CCN(S(=O)(=O)c2c(Cl)cccc2Cl)CC1
 : 1.5	6[fluorescence artefact?]	-4	-2	50	6	30	-7	1.8
COc1ccc(OC)c(S(=O)(=O)NCc2cn3ccsc3n2)c1
 : 0.1	0[fluorescence artefact?]	16	-4	-4	6	18	18	1.3
O=C(CN1CCOCC1)N1CCN(c2nnc(-c3ccccc3)c3ccccc23)CC1
 : 0.5	-6	18	8	17	11	-26	-2	0.1
OCCNC(=S)NCc1ccccc1
 : 2.0	-1	27	/	-8	6	11	-6	1.0
COc1ccc(N2CCN(C(CNC(=O)C(=O)NCc3cccnc3)c3ccco3)CC2)cc1 (configuration not stated)
 : 1.7	-12	-9	10	14	11	13	-3	2.5
Cc1cc(C)cc(NC(=O)CSc2nnc(CNC(=O)c3cccs3)o2)c1
 : -0.3	-6	8	-6	26	5	0	6	-0.5
NC(=O)C[N+]1(CC#CC(O)(c2ccccc2)c2ccccc2)CCCC1
 : -1.1	10	-11	4	9	2	12	24	-0.2
C=CCn1c(SCC(=O)N(CC)CC)nc(O)cc1=O
 : 0.7	-11[fluorescence artefact?]	6	-10	15	6	-8	8	1.0
COc1cc(OC)cc(-c2cc3nc(C)c(CCC(=O)NC(C)CCc4ccco4)c(C)n3n2)c1 (configuration not stated)
 : -3.1	/	/	2	/	6	-17	-15	-0.9
CCc1ccc(NC(=O)CN(c2ccccc2)S(=O)(=O)N(C)C)cc1
 : -0.7	57	-20	9	-9	11	2	37	-0.7
Cc1ccc2[nH]c(=O)c(CN(Cc3cccs3)Cc3nnnn3Cc3ccccc3)cc2c1
 : -1.2	1	-21&-5	-1	10	2&11	20	13	1.3
Cc1ccc2cc3c(N)[nH]nc3nc2c1
 : 1.0	3	-92&8	6	-3	16&7	4	9	0.2
O=C(N/N=C/c1cccc(Cl)c1Cl)Nc1ccccc1
 : 1.7	11[fluorescence artefact?]	40	4	71*	6	-36	/	0.3
